CHOP UPR activ – apoptotic UPR (CHOP) activation; CHO-CHOP luciferase reporter, luminescence; percent of tunicamycin response over DMSO baseline; activation, % at 10 µM; 330,000 tested, 0.34% active; AID 449763;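 active = at 10 µM dose, activation of 40% or more, normalized to positive control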;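 note: 100% = tunicamycin at 10 µg/mL and 0% = DMSO alone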
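Test system: CHO-CHOP cells, stable luciferase reporter of PERK-eIF2a-CHOP signalling | Quantity: 500 CHO-CHOP cells per well | Buffer or medium: F12 plus 10% serum | Compound dosing: 10 µM single point, 0.5% DMSO | Schedule: 6 h compound treatment, 37 °C | Signal: Luciferase luminescence | Control set: Tunicamycin high control, DMSO low control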
tim10-1 inh – growth inhibitors of tim10-1 mutant yeast; 330,000 tested, 2.2% active; S. cerevisiae tim10-1 ts strain growth, BacTiter-Glo, 24 h; AID 463190; inhibition, % at 20 µM;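 active = inhibition of at least 40%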;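 note: mutant grown at 25 °C; 0% = DMSO wells with yeast and 100% = wells holding no yeast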
APJ ag – agonists of human APJ apelin receptor; P35414; 330,000 tested, 0.11% active; CHO-K1 APJ PathHunter beta-arrestin, luminescence; 0% DMSO wells, 100% apelin; AID 2520; activation, % at 20 µM;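 active = activation more than six SD over the plate average, tested at 20 µM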;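 note: 0% = DMSO alone and 100% = apelin-13 at 10 nM; some results filed as inactive read as strong as hits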
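Assay system: CHO-K1 cells stably expressing ProLink-tagged human APJ and arrestin–beta-gal acceptor. Compound dosing: 20 µM single point, 1% DMSO. Times: 16-18 h seeding, 90 min dark compound exposure, 60 min detection. Detection: beta-gal luminescence. Evaluation: APJ–arrestin association signal. Controls: negative DMSO alone, positive Apelin-13 at 10 nM.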
CXCR6 inh – CXCR6 (human) receptor inhibition. O00574. CHO-K1 PathHunter CXCR6 beta-arrestin, luminescence. inhibition, % at 20 µM. 360,000 tested, 0.36% active; in the data active = inhibition above about 34%, passing the limit was not always enough;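 note: antagonist mode with CXCL16 agonist at 10 nM final; 0% = 10 nM CXCL16 with DMSO and 100% = unstimulated wells without agonist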
XBP1 UPR activ – activators of adaptive arm of unfolded protein response (XBP1). CHO-XBP1 luciferase reporter, IRE1-XBP1 UPR activation, luminescence; percent of tunicamycin response, DMSO as zero. activation, % at 20 µM. 330,000 tested, 0.33% active;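 active = versus positive control, 20 µM dose yields 30% or more activation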;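 note: 100% = tunicamycin at 10 µg/mL and 0% = DMSO only wells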
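Material: CHO-XBP1 cells stably carrying IRE1-XBP1-driven luciferase reporter | Medium: F12 with 10% serum | Compound dosing: 20 µM single concentration, DMSO 1% | Incubation: Overnight seeding at 37 °C, 6 h compound treatment at 37 °C | Detection: Steady-Glo luminescence read | Read-out basis: % activation of reporter signal versus tunicamycin and DMSO controls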
APJ antagonist – antagonists of human APJ apelin receptor; P35414; CHO-K1 APJ beta-arrestin complementation, luminescence; inhibition, % at 20 µM; 330,000 tested, 0.32% active; AID 2521;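 active = inhibition above about 40% at 20 µM, limit read from the data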;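 note: cells challenged with 10 nM apelin-13 agonist together with compound; plate controls were apelin-13 plus DMSO wells for no effect and DMSO wells lacking apelin-13 for full effect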
tim23-1 inh – growth inhibitors of tim23-1 mutant yeast; S. cerevisiae tim23-1 growth, BacTiter-Glo luminescence, 24 h; inhibition, % at 20 µM; 330,000 tested, 1.3% active;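 active = growth inhibition of the mutant yeast at or above 50%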;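 note: temperature-sensitive mutant grown at 25 °C; plate controls were DMSO-treated mutant yeast for no effect and medium wells lacking yeast for full effect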
TIM10 inh – inhibits growth of TIM10 yeast strain; 330,000 tested, 1.4% active; S. cerevisiae TIM10 strain growth, BacTiter-Glo luminescence, 24 h; inhibition, % at 10 µM;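 active = inhibition of 40% or more at the single tested concentration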;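 note: wild-type TIM10 isogenic control strain grown at permissive 25 °C; 0% = DMSO yeast wells and 100% = minimal medium wells without yeast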
Mdm2-MdmX inh – disrupts the human Mdm2-MdmX interaction. SaOS-2 split-luciferase Mdm2/MdmX complementation, luminescence. inhibition, % at 8 µM. 330,000 tested, 3% active;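 active = inhibition of at least 50% at 8 µM in the primary screen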
Target sequence (O15151 whole entry, looked up): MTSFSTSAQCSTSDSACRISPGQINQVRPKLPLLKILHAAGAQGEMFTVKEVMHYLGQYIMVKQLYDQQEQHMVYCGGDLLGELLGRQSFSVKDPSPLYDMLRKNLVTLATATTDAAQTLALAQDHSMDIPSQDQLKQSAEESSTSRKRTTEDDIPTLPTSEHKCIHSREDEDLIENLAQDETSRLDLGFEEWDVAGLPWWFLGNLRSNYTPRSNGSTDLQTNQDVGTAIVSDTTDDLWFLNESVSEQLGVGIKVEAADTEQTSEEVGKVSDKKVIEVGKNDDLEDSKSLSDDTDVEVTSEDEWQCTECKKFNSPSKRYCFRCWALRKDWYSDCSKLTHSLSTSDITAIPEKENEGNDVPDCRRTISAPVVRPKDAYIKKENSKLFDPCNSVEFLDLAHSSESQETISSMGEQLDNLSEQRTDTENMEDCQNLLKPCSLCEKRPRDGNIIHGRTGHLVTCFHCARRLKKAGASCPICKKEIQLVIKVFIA
Target sequence (Q00987 whole entry, looked up): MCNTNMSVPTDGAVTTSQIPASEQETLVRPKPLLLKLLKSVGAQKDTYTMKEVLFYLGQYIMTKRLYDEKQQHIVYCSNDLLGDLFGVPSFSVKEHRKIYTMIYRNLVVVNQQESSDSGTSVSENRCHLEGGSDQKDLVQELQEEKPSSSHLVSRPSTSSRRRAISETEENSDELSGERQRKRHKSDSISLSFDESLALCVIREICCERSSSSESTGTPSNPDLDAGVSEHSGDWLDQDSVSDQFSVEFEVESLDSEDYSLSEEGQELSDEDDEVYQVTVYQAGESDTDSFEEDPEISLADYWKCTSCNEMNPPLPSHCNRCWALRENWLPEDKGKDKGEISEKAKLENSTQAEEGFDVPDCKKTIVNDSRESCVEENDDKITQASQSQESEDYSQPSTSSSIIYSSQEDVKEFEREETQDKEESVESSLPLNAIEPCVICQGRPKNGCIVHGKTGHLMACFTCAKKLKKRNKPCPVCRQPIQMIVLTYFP
An asterisk follows results filed as active; nt = no result given.

The opening 2 records, to show the layout:
SMILES	CHOP UPR activ	tim10-1 inh	APJ ag	CXCR6 inh	XBP1 UPR activ	APJ antagonist	tim23-1 inh	TIM10 inh	Mdm2-MdmX inh
COc1cc(NC(=O)CN2C3CCC2CC(O)(c2cccnc2)C3)cc(OC)c1 (stereo not drawn)	-0.5	2	-3	0	-1	11	2	5	-8
O=c1[nH]c(O)c(C=Nc2ccccc2[N+](=O)[O-])c(=O)[nH]1	-0.5	-8	-2	nt	-3	5	19	-6	3

The listing (from the top)
SMILES	CHOP UPR activ	tim10-1 inh	APJ ag	CXCR6 inh	XBP1 UPR activ	APJ antagonist	tim23-1 inh	TIM10 inh	Mdm2-MdmX inh
COc1cc(NC(=O)CN2C3CCC2CC(O)(c2cccnc2)C3)cc(OC)c1 (stereo not drawn)	-0.5	2	-3	0	-1	11	2	5	-8
O=c1[nH]c(O)c(C=Nc2ccccc2[N+](=O)[O-])c(=O)[nH]1	-0.5	-8	-2	nt	-3	5	19	-6	3
CCOc1ccc(CC2C(=O)NC(=O)N(c3ccc(CC)cc3)C2=O)cc1 (stereo not drawn)	-2.4	27	1	4	-1	-13	-4	-2	-12
CCN(CC)c1ccc(N=Cc2c(O)n(-c3ccccc3C)c(=O)[nH]c2=O)cc1	-0.4	10	-6	6	2	3	-4	-2	24
CC(=O)OC1C2CCC1C(N1CCCC1)CC2 (stereo not drawn)	-1.0	3	-4	-1	-4	1	1	-15	-2
O=C(Nc1cccc(C(F)(F)F)c1)OC1CN2CCC1CC2 (stereo not drawn)	0.1	7	2	-1	6	-8	6	0	3
CCC(C)N1C(=O)/C(=C\c2ccc(N3CCCCCC3)cc2)C(=O)NC1=S (stereo not drawn)	23	14	-2	1	1	12	19	9	24
CC1C(c2cccs2)=[N+]([O-])C(C)(C(=O)c2ccc(Cl)cc2)N1O (stereo not drawn)	-0.3	9	4	6	-3	22	13	-4	-3
NC(=S)/N=C/c1c(O)[nH]c(=O)[nH]c1=O	0.6	-11	-2	-5	-3	-5	-4	-19	4
COc1ccc(O)c(C(C)(C)C)c1	-1.2	-9	1	-11	-5	3	0	1	6
O=C1NC(=O)C(=Cc2ccc(N3CCOCC3)o2)C(=O)N1	1.0	4	-5	-1	0	20	9	2	-17
COC(=O)C(O)(c1ccc(NC(=O)NC2CCCCC2)cc1)C(F)(F)F (stereo not drawn)	3.3	6	1	-1	1	23	5	-9	9
CC(=O)CC(C)(C)n1c[n+](C)nn1	-0.6	6	8	-1	-3	-4	15	13	-14
CC(C)c1ccccc1NC1=NCCCS1	1.5	-5	-3	10	-1	19	11	12	-16
CN(C)c1cc(N)c2c(n1)CCC2 (tested in a mixture with another compound)	-1.1	-4	-1	-2	-3	17	7	-2	9
COC(=O)C1=C(c2ccc(F)cc2OCc2ccccc2)C[C@@H]2CC[C@H]1N2C(=O)NC1CCN(Cc2ccccc2)CC1	0.8	8	-3	15	3	7	18	12	76*
CC(Cc1ccccc1)NC(N)=O (stereo not drawn)	0.3	35	-3	4	-2	8	33	23	-1
CC1=Nc2cc(C(=O)N3CCC4(CC3)OCCO4)ccc2Sc2ccc(Cl)cc21	-1.9	37	-3	-11	-2	19	20	18	24
CN(C)C(=O)Oc1ccc(-c2cn3cc(Cl)ccc3n2)cc1	-2.7	15	4	-12	-3	2	25	4	-93
CCN(CC)c1ccc([N+](=O)[O-])c2cccnc12	-1.9	26	-3	5	-3	-23	24	1	19
COc1ccc(C(=O)C2CCCN(Cc3ccc(F)cc3F)C2)cc1F (stereo not drawn)	1.6	-3	-5	0	-4	4	11	-1	5
C=C(COC(=O)CCC(=O)O)CC1CC(O)[C@]2(C)OC3CC4OC5C[C@]6(C)O[C@]7(C)CCC8OC9C[C@]%10(C)OC%11C(C)=CC(=O)OC%11CC%10OC9C[C@@H](C)C8OC7CC6O[C@]5(C)C/C=C\C4OC3CC2O1 (stereo partly drawn)	4.5	40	1	7	-1	1	21	13	44
Cc1nn(Cc2ccccc2)c(C)c1C(=O)NCc1ccccc1	1.0	11	0	7	-3	-11	18	6	9
CCOC(=O)c1c(C)n(Cc2ccccc2)c2ccc(OCC(O)Cn3nc(C)cc3C)cc12 (stereo not drawn)	0.8	37	-4	2	-2	12	19	23	25
C=CCn1c(O)c(C(C)=NC(C)c2ccccc2)c(=O)[nH]c1=O (stereo not drawn)	-1.1	-1	0	-22	0	7	-2	4	49
O=C(COc1ccc2c3c(c(=O)oc2c1)CCC3)N1C[C@H]2C[C@@H](C1)c1cccc(=O)n1C2	0.1	-7	-2	5	-2	4	-14	-4	19
c1ccc2cc(CC3=NCCN3)ccc2c1	-2.4	5	-2	-6	-2	2	10	4	-8
O=C(CCc1nnc2ccc(NCc3ccccc3Cl)nn12)N1CCC2(CC1)OCCO2	1.6	15	-2	-6	-4	7	11	-2	15
c1cc2n(c1)-c1c(ccc3c1OCO3)CNC2c1ccc2c(c1)OCO2 (stereo not drawn)	-0.6	30	-1	6	-3	5	12	5	12
BrCCc1ccccc1	0.6	10	-2	4	-1	8	1	3	17
Cc1ccc(C2C(=O)NC(=O)NC2=O)cc1	1.7	-7	-4	0	-3	-8	2	-18	24
O=C(COc1ccccc1)N1CCN(CC2CC=CCC2)CC1 (stereo not drawn)	0.1	-6	2	1	0	1	7	-12	17
Clc1ccc2c(c1)C(c1ccccc1Cl)=NCc1nnc(Br)n1-2	1.3	24	-8	-11	0	3	-18	-6	14
COC(=O)C1=C(c2ccc(S(C)(=O)=O)cc2)C[C@@H]2CC[C@H]1N2C(=O)NCCNC(C)=O	0.8	0	-3	-4	-2	-72	-4	0	14
CCCNC1=C(C)C(=O)C2=C(C1=O)C(COC(N)=O)[C@]1(OC)C3NC3CN21 (stereo partly drawn)	0.5	3	1	5	-1	-4	6	6	-11
C=CCSc1nc2c(c(-c3ccsc3)c1C#N)CN(C)CC2	0.7	21	1	12	1	-6	6	24	6
CCOC(=O)c1c(NC(=O)C(c2ccccc2)c2ccccc2)sc2c1C1CCN2CC1	2.6	29	-5	-2	3	6	37	20	44
C/C=C1/CN2C3CC1C(CO)(C(=O)OC)C2Cc1c3n(C)c2ccccc12 (stereo not drawn)	-0.7	8	-4	-2	-2	9	17	6	-11
Cc1nc2ccccc2c(=O)n1-c1ccc(Br)cn1	0.5	16	-2	-6	-1	15	12	22	18
O=C(Nc1ccc(Cl)cc1C(=O)c1ccccc1Cl)c1ccco1	-1.9	11	-2	3	0	14	1	-15	17
COC(=O)CNC(=O)c1cn(CCC#N)nc1-c1ccc(F)cc1	-0.3	12	-1	3	-1	-19	8	17	-24
CC(C)c1ccc(-n2c(O)c(/C=N/NC(=O)c3ccccc3O)c(=O)[nH]c2=S)cc1	0.3	16	-6	6	-4	14	8	-23	-4
COC(=O)C1=C(c2ccc(F)cc2OCc2ccccc2)C[C@@H]2CC[C@H]1N2C(=O)NCCOc1ccccc1Cl	4.4	11	2	13	7	-32	15	8	57*
N#CC(C#N)=C(C#N)c1ccc(Nc2ccccc2)cc1	0.8	16	-1	3	-3	-2	57*	-21	14
Cc1c(C=O)c2ccccc2n1Cc1cccc(F)c1	2.3	29	3	-8	-2	9	21	0	1
O=C(Cn1nc(-c2ccc(Cl)cc2)ccc1=O)N1CCC2(CC1)OCCO2	0.6	7	3	6	0	4	21	0	-7
CCCC(C)n1[nH]c(=O)c2c1NC(=O)CSC2c1ccc(OC)cc1 (stereo not drawn)	-4.0	5	-8	4	-3	2	0	8	24
CC(=NCC1CCCO1)c1c(O)n(-c2ccccc2)c(=O)[nH]c1=O (stereo not drawn)	-2.3	22	-2	-1	3	-2	20	4	16
CCN1CCN(C(c2cccs2)C(C)NC(=O)Oc2ccccc2)CC1 (stereo not drawn)	2.3	-8	-1	-1	-2	-5	0	-17	-10
CN(C)c1ccc(C=C(C#N)C#N)cc1	1.4	32	4	9	3	22	20	12	28

Next section.
SMILES	CHOP UPR activ	tim10-1 inh	APJ ag	CXCR6 inh	XBP1 UPR activ	APJ antagonist	tim23-1 inh	TIM10 inh	Mdm2-MdmX inh
COc1ccc(N=Cc2c(O)n(C)c(=O)n(C)c2=O)cc1	6.1	12	-1	-2	12	12	-3	-6	3
C/C(=N\N=C(N)N)c1ccccc1	1.0	4	-1	-8	2	-7	7	-13	13
c1ccc(CN2CCc3nc4ccccc4cc3C2)cc1	4.1	15	-1	11	1	0	6	-1	-58
CS(=O)(=O)NCc1nnc2n1-c1ccc(Cl)cc1C(c1ccccc1)=NC2	3.1	5	1	0	-3	-5	6	0	-19
C[C@]12CC[C@H]3C(CCC4(O)CC(O)CC[C@]34C=O)C1=CC[C@H]2c1ccc(=O)oc1 (stereo partly drawn)	0.7	35	1	1	-3	-5	21	1	33
CCOc1ccccc1CNCCc1ccc2c(c1)OCO2	0.7	-9	-2	10	-4	-2	-12	-12	5
CCC(c1ccc(C)cc1)N1C(=O)C2C3CCC(O3)C2C1=O (stereo not drawn)	0.2	9	-6	2	-2	6	15	6	-17
Cc1ccsc1C(=O)C1CCCN(Cc2cnn(C(C)C)c2)C1 (stereo not drawn)	-0.5	14	-2	3	0	-7	9	-2	-30
CN1CCN2c3ccccc3CC3(C(=O)N(C)C(=O)N(C)C3=O)C2C1 (stereo not drawn)	-2.0	-6	-1	-2	0	17	-6	1	0
CC(C)(Cl)[N+](=O)[O-]	0.9	5	-1	2	-1	-4	7	4	19
O=C1Nc2ccccc2C1Cc1nc2ccccc2c(=O)n1-c1ccccc1 (stereo not drawn)	-1.4	10	-4	0	-2	-19	23	0	-9
CC(=O)OC(C)(C)/C=C/C(=O)C(C)(O)C1[C@H](O)C[C@@]2(C)C3CC=C4C(CC[C@@H](O)C4(C)C)[C@]3(CO)C(=O)C[C@]12C (stereo partly drawn)	14	33	0	7	-2	12	23	12	98*
O=C(O)c1cc(Oc2ccc(C(F)(F)F)cc2Cl)ccc1[N+](=O)[O-]	-0.5	1	-6	4	-3	-12	-13	-3	16
OC1/C(=C/c2ccc(F)cc2)N2CCC1CC2 (stereo not drawn)	-3.0	8	-2	-11	-3	-9	13	21	20
OC(c1ccccc1)(c1ccccc1)c1ccncc1	0.2	21	-4	-9	1	15	4	25	26
CCCn1c(C)c(C(=O)c2cccc3ccccc23)c2ccccc21	4.2	29	-5	5	-6	0	40	25	-7
Cc1cccc(-n2c(-c3ccco3)nc3ccccc3c2=O)c1C	-0.3	22	-5	1	-3	-5	27	0	26

Not all compounds are listed; count on the stated rates, not on these rows.
